High-throughput results from PubChem BioAssay.
V1aR counter: agonists of human V1a receptor, primary screen, counter-screen for OXTR agonist project, fluorescence, CHO-V1R cells; Vasopressin V1a receptor (Homo sapiens), P37288; 320,000 compounds, 0.25% hits; AID 2797, 2010; Fluo-8 calcium fluorescence, agonist mode; 0% DMSO, 100% 3 nM vasopressin; activation, % at 3 µM;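 active = activation above the mean activation of all tested compounds plus 3 SD, per screening run, cut at about 20% in these data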;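 also: signal is peak over basal fluorescence ratio across a 100 second FLIPR read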
OXTR potentiate: human OXTR potentiators, primary screen, fluorescence, CHO-OTR cells, Fluo-8 calcium. Oxytocin receptor (Homo sapiens), P30559. Fluo-8 calcium fluorescence, potentiator mode; 0% = oxytocin EC15, 100% = EC100. activation, % at 3 µM. 320,000 compounds, 0.061% hits;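 active = activation above that plate's cutoff, the mean activation of tested compounds plus 3 SD, cut at about 6.6% in these data, passing the limit was not always enough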;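 also: 100% uses oxytocin at 75 nM as the full agonist control; some results filed as inactive read as strong as hits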
Target sequence (P30559 whole entry, looked up): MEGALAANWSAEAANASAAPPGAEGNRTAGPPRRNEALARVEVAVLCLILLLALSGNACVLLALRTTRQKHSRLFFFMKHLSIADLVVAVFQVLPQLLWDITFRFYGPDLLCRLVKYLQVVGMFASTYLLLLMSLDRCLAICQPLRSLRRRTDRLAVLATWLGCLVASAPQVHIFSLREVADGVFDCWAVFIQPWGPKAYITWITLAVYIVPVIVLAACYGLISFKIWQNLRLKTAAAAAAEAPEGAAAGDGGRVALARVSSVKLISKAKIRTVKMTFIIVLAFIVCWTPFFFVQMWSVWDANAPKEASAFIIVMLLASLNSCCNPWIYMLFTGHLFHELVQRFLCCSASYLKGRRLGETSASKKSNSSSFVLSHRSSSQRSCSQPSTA
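Replication – single well per compound, singlicate · Assay system – CHO cell line stably expressing human OTR · Timing – 6 min pre-incubation, 100 s read · Measure – normalized max/min fluorescence ratio, % activation · Doses – 3.0 µM, one dose · Detection – Fluo-8 calcium dye fluorescence · Probe or stimulus – oxytocin near EC15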
GalR3 antagonist: GalR3 antagonists in HEK293 cells, primary screen, cell-based, fluorescence readout. HEK293 GalR3-CNG cAMP membrane potential fluorescence; galR3 body fused to GalR1 C-terminus. inhibition, % at 3 µM. 360,000 compounds, 0.44% hits;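 active = inhibition above the screen-wide average plus 3 SD, cut at about 13% in these data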;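 also: forskolin and galanin both at EC90 stimulate the cells; cAMP rise reported by CNG channel membrane potential dye signal; 0% = forskolin plus galanin with DMSO and 100% = forskolin alone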
Target sequence (O60755 1-299 limits assumed): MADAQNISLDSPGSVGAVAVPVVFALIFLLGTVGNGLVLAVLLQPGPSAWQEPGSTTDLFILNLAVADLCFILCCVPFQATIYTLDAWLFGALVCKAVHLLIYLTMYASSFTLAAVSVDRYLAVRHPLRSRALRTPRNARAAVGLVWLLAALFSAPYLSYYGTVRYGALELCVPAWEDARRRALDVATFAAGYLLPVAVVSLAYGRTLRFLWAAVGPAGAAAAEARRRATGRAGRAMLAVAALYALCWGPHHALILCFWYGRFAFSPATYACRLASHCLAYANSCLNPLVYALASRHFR
MEKK2wt PB1 HTS: modulators of MEK5 binding to wildtype MEKK2, primary screen, biochemical, multiplex bead flow cytometry, Alexa488-MEK5 | Mitogen-activated protein kinase kinase kinase 2 (Homo sapiens), Q9Y2U5 | Alexa488-MEK5 binding to MEKK2 WT; actives lie on both sides | binding response (% of control), % at 10 µM | 290,000 compounds, 1.1% hits; in the data active = binding response below about 67% or above about 130%
NALP1 inh: NALP1 inflammasome inhibitors in reconstituted yeast, colorimetric, S. cerevisiae, triplicate retest; S. cerevisiae NALP1/ASC/caspase-1 growth, X-gal OD620, 72 h; inhibition, % at 10 µM; 280,000 compounds, 0.61% hits; AID 2071, 2009; in the data active = inhibition mostly above about 24%, no sharp cut-off; inactive = mostly below about 32%; also: some compounds called inactive have numbers as strong as hits
MEKK2 mut-MEK5: MEK5 binding signal on mutant MEKK2 PB1, primary screen, biochemical, multiplex bead flow cytometry, Alexa488-MEK5. percent response, % at 10 µM. Alexa488-MEK5 binding to MEKK2 mutant. 290,000 compounds, 0.35% hits; in the data active = percent response above about 24%, passing the limit was not always enough; also: inactives centre near 1; some results filed as inactive read as strong as hits
M18AAP inhibitor: PfM18AAP inhibitors, malaria aminopeptidase, primary screen, biochemical, QFRET, recombinant enzyme | M18 aspartyl aminopeptidase (Plasmodium falciparum 3D7) | 290,000 compounds, 1.2% hits | H-Glu-NHMec fluorogenic cleavage | AID 1822, 2009 | inhibition, % at 7.35 µM;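 active = inhibition above the campaign mean inhibition over all tested compounds plus 3 SD, cut at about 28% in these data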;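 also: 0% = plate median of test compound wells and 100% = 2 mM ZnCl2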
OXTR agonist: human OXTR agonists, primary screen, fluorescence, CHO-OTR cells, Fluo-8 calcium. Oxytocin receptor (Homo sapiens), P30559. Fluo-8 calcium fluorescence; normalized: DMSO 0%, oxytocin 100%. activation, % at 3 µM. 320,000 compounds, 0.32% hits;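 active = activation above the mean of all tested compounds plus 3 SD, cutoff set per screening run, cut at about 20% in these data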;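 also: peak over basal fluorescence ratio from a 100 s FLIPR kinetic read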
GPR7 antag: GPR7 receptor antagonists, primary screen, cell-based, fluorescence, single concentration | Neuropeptides B/W receptor type 1 (Homo sapiens), P48145 | 290,000 compounds, 1.1% hits | inhibition, % at 4.4 µM | GPR7-expressing cells, fluorescence antagonist assay; in the data active = inhibition above about 16%, passing the limit was not always enough;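 also: cells stimulated with the agonist NPW; 0% = agonist with vehicle and 100% = vehicle without agonist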
Target sequence (P48145 whole entry, looked up): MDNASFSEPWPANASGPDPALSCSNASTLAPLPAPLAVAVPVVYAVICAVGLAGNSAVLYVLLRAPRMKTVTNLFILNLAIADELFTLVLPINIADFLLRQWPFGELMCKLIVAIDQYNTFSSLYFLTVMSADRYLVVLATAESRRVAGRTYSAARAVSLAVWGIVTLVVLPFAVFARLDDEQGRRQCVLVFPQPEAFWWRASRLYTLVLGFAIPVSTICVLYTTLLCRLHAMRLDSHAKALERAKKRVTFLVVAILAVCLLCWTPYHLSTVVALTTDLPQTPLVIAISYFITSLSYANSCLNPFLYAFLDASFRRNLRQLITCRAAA
The depositor's hits bear a star.

The first two records, ahead of the listing:
How did C=CCC1(C#N)C(=S)NC(C)=C(C(=O)OCC)C1c1ccccc1 (configuration not stated) do in these assays?
V1aR counter: -0.4; OXTR potentiate: -1; GalR3 antagonist: -1; MEKK2wt PB1 HTS: 101; NALP1 inh: 3; MEKK2 mut-MEK5: 3; M18AAP inhibitor: -16; OXTR agonist: 0.7; GPR7 antag: -7

Results for CCOC(=O)C1=C(C)N=c2s/c(=C\c3ccc(C(=O)O)cc3)c(=O)n2C1c1ccc(F)cc1 (configuration not stated) ?
GalR3 antagonist: -8; MEKK2wt PB1 HTS: 95; NALP1 inh: -12; MEKK2 mut-MEK5: 4; M18AAP inhibitor: -2; GPR7 antag: -5

The whole of this part (from the top)
How did C=CCC1(C#N)C(=S)NC(C)=C(C(=O)OCC)C1c1ccccc1 (configuration not stated) do in these assays?
V1aR counter: -0.4; OXTR potentiate: -1; GalR3 antagonist: -1; MEKK2wt PB1 HTS: 101; NALP1 inh: 3; MEKK2 mut-MEK5: 3; M18AAP inhibitor: -16; OXTR agonist: 0.7; GPR7 antag: -7

Results for CCOC(=O)C1=C(C)N=c2s/c(=C\c3ccc(C(=O)O)cc3)c(=O)n2C1c1ccc(F)cc1 (configuration not stated) ?
GalR3 antagonist: -8; MEKK2wt PB1 HTS: 95; NALP1 inh: -12; MEKK2 mut-MEK5: 4; M18AAP inhibitor: -2; GPR7 antag: -5

What do the screens show for `CCn1ncc(CN2CCN(Cc3ccc(OC)c(C)c3C)C(CCO)C2)c1C` (configuration not stated)?
V1aR counter: -1.0; OXTR potentiate: -3; GalR3 antagonist: -2; MEKK2wt PB1 HTS: 107; NALP1 inh: 10; MEKK2 mut-MEK5: 0; M18AAP inhibitor: 6; OXTR agonist: -0.9; GPR7 antag: -3

What do the screens show for `COc1ccc(Cn2c(C)c(C)c(C#N)c2NC(=O)Nc2ccc(Cl)cc2)cc1`?
V1aR counter: 1.7; OXTR potentiate: -10; GalR3 antagonist: 5; MEKK2wt PB1 HTS: 108; NALP1 inh: 7; MEKK2 mut-MEK5: 1; M18AAP inhibitor: 8; OXTR agonist: 2.0; GPR7 antag: -14

What do the screens show for `Cc1ccc(-c2c(C)nn3c(N4CCOCC4)cc(C)nc23)cc1`?
GalR3 antagonist: -8; MEKK2wt PB1 HTS: 97; NALP1 inh: 20; MEKK2 mut-MEK5: -4; M18AAP inhibitor: 0; GPR7 antag: 20

How did Cc1ccc(C(=O)/C=C/c2ccco2)c(O)c1 do in these assays?
V1aR counter: -0.5; OXTR potentiate: 2; GalR3 antagonist: 1; MEKK2wt PB1 HTS: 108; NALP1 inh: 29; MEKK2 mut-MEK5: 2; M18AAP inhibitor: 1; OXTR agonist: -0.5; GPR7 antag: -10

Results for COC(=O)C(CCSC)NC(=O)Cn1ncc2c(=O)oc3ccc(C)cc3c21 (configuration not stated) ?
V1aR counter: 1.0; OXTR potentiate: -5; MEKK2wt PB1 HTS: 106; NALP1 inh: 29; MEKK2 mut-MEK5: 7; M18AAP inhibitor: -13; OXTR agonist: -0.4; GPR7 antag: 1

How did Cc1ccc(S(=O)(=O)N(C)C)cc1NC(=O)c1ccccc1SCC(=O)N1CCCC1 do in these assays?
V1aR counter: 3.4; OXTR potentiate: -4; GalR3 antagonist: -3; OXTR agonist: 0.5

Results for COc1cc(CNCCCN2CCOCC2)ccc1OCC(=O)NC(C)(C)C ?
V1aR counter: 1.0; OXTR potentiate: -9; GalR3 antagonist: -5; MEKK2wt PB1 HTS: 101; NALP1 inh: 1; MEKK2 mut-MEK5: 0; M18AAP inhibitor: 0; OXTR agonist: 1.1; GPR7 antag: -10

How did CC(=O)N1CCC(=NNc2ccnc3cc(Cl)ccc23)CC1 do in these assays?
V1aR counter: 0.9; OXTR potentiate: -4; GalR3 antagonist: 0; MEKK2wt PB1 HTS: 96; NALP1 inh: 7; MEKK2 mut-MEK5: -7; M18AAP inhibitor: -3; OXTR agonist: 1.9; GPR7 antag: 4

How did Cc1ccc2nsnc2c1S(=O)(=O)NC1CC1 do in these assays?
V1aR counter: -0.5; OXTR potentiate: -2; GalR3 antagonist: -7; MEKK2wt PB1 HTS: 107; NALP1 inh: -8; MEKK2 mut-MEK5: 0; M18AAP inhibitor: 0; OXTR agonist: -0.5; GPR7 antag: -7

How did CCNc1nc(NCC)n2c(SCC(=O)Nc3ccc(OC)c(OC)c3)nnc2n1 do in these assays?
V1aR counter: -0.8; OXTR potentiate: -4; GalR3 antagonist: 3; OXTR agonist: 0.8

How did COCc1nnc(NC(=O)c2ccc(NC(=O)C(C)C)cc2)s1 do in these assays?
V1aR counter: 0.4; OXTR potentiate: -4; GalR3 antagonist: -5; MEKK2wt PB1 HTS: 82; NALP1 inh: -3; MEKK2 mut-MEK5: -13; M18AAP inhibitor: 2; OXTR agonist: -0.5; GPR7 antag: -3

Results for Cc1cc(C(=O)O)c(S(C)(=O)=O)s1 ?
V1aR counter: 0.3; OXTR potentiate: -14; GalR3 antagonist: -5; MEKK2wt PB1 HTS: 107; NALP1 inh: 1; MEKK2 mut-MEK5: 4; M18AAP inhibitor: -9; OXTR agonist: -0.3; GPR7 antag: -13

What do the screens show for `COc1ccc2nc(NC(=O)CCc3nc(-c4ccccc4F)no3)sc2c1`?
GalR3 antagonist: -1; MEKK2wt PB1 HTS: 105; NALP1 inh: -6; MEKK2 mut-MEK5: -9; M18AAP inhibitor: 1; GPR7 antag: -12

How did COc1ccc(CCN=C(C)c2cc(C)c(C)cc2O)cc1OC do in these assays?
V1aR counter: 4.7; OXTR potentiate: -7; GalR3 antagonist: -3; MEKK2wt PB1 HTS: 107; NALP1 inh: 2; MEKK2 mut-MEK5: 12; M18AAP inhibitor: -6; OXTR agonist: 0.1; GPR7 antag: -9

Results for O=C1/C(=C\c2ccc3c(c2)OCO3)CCC/C1=C/c1ccc2c(c1)OCO2 ?
V1aR counter: 0.6; OXTR potentiate: -13; GalR3 antagonist: -4; NALP1 inh: 2; M18AAP inhibitor: 22; OXTR agonist: -0.2; GPR7 antag: -7

What do the screens show for `CCn1c(CNc2ccc(OC)cc2)nnc1SCC(=O)Nc1ccc(F)cc1`?
V1aR counter: 0.9; OXTR potentiate: -6; GalR3 antagonist: -6; MEKK2wt PB1 HTS: 97; NALP1 inh: 12; MEKK2 mut-MEK5: -4; M18AAP inhibitor: 4; OXTR agonist: -0.2; GPR7 antag: 3

Results for CC1CCN(C(=O)c2[nH]cnc2C(=O)N2CCN(c3ccccc3)CC2)CC1 ?
V1aR counter: 0.4; OXTR potentiate: 1; GalR3 antagonist: -3; OXTR agonist: 0.1

How did COc1ccc(C(=O)N2CCN(c3ccccc3)CC2)cc1S(=O)(=O)N1CCOCC1 do in these assays?
V1aR counter: 1.6; OXTR potentiate: -6; GalR3 antagonist: -8; MEKK2wt PB1 HTS: 105; NALP1 inh: 3; MEKK2 mut-MEK5: 2; M18AAP inhibitor: 3; OXTR agonist: 1.9; GPR7 antag: -17

What do the screens show for `O=C1CCc2cc(S(=O)(=O)Nc3ccccc3Cl)ccc2N1`?
V1aR counter: 0.4; OXTR potentiate: -3; GalR3 antagonist: -7; OXTR agonist: -0.3

Results for CCOc1ccc(NC(=O)C2CC(=O)N=C(N)S2)cc1 (configuration not stated) ?
V1aR counter: -1.3; OXTR potentiate: -5; GalR3 antagonist: -3; MEKK2wt PB1 HTS: 99; NALP1 inh: 2; MEKK2 mut-MEK5: 0; M18AAP inhibitor: -26; OXTR agonist: 0.3; GPR7 antag: -8

What do the screens show for `O=C(COC(=O)c1n[nH]c2ccccc12)Nc1ccc(S(=O)(=O)N2CCCC2)cc1`?
V1aR counter: 12; OXTR potentiate: -22; GalR3 antagonist: 104*; MEKK2wt PB1 HTS: 100; NALP1 inh: 11; MEKK2 mut-MEK5: 15; M18AAP inhibitor: 3; OXTR agonist: 8.9; GPR7 antag: 17*

Results for CC(C)(C)n1cnc(C(N)=O)c1N ?
V1aR counter: -0.1; OXTR potentiate: -2; GalR3 antagonist: -3; MEKK2wt PB1 HTS: 87; NALP1 inh: 11; MEKK2 mut-MEK5: -1; M18AAP inhibitor: -2; OXTR agonist: -0.1; GPR7 antag: -6

How did O=C(CNC(=O)c1ccccc1)NCC(=O)OCC(=O)c1ccccc1Cl do in these assays?
GalR3 antagonist: -1; MEKK2wt PB1 HTS: 100; NALP1 inh: 1; MEKK2 mut-MEK5: 4; M18AAP inhibitor: 5; GPR7 antag: 0

How did CC(C)C(CC(=O)N1CCCCC1)C1CCOC(C)(C)C1 (configuration not stated) do in these assays?
V1aR counter: 0.0; OXTR potentiate: 0; GalR3 antagonist: -1; MEKK2wt PB1 HTS: 97; NALP1 inh: 25; MEKK2 mut-MEK5: 4; M18AAP inhibitor: -7; OXTR agonist: 0.1; GPR7 antag: -15

Results for CN(C)c1ccc(C(=O)OCC(=O)N2CCCCCC2)cc1 ?
V1aR counter: 0.2; OXTR potentiate: -19; GalR3 antagonist: -2; MEKK2wt PB1 HTS: 91; NALP1 inh: -10; MEKK2 mut-MEK5: -12; M18AAP inhibitor: -1; OXTR agonist: 0.2; GPR7 antag: -4

What do the screens show for `CCC(C(=O)OC)n1cnc2c(oc3ccccc32)c1=O` (configuration not stated)?
V1aR counter: 0.1; OXTR potentiate: -3; GalR3 antagonist: 0; MEKK2wt PB1 HTS: 100; NALP1 inh: 20; MEKK2 mut-MEK5: -4; M18AAP inhibitor: 0; OXTR agonist: -0.4; GPR7 antag: -4

What do the screens show for `O=C(CSc1nnc(-c2ccccn2)n1-c1ccccc1)Nc1ccc2c(c1)OCO2`?
V1aR counter: 0.1; OXTR potentiate: -3; GalR3 antagonist: -6; MEKK2wt PB1 HTS: 96; NALP1 inh: 3; MEKK2 mut-MEK5: -10; M18AAP inhibitor: -1; OXTR agonist: -1.1; GPR7 antag: 0

What do the screens show for `CO[C@@H]1[C@@H](OC(N)=O)[C@@H](O)C(Oc2ccc3c(O)c(NC(=O)c4ccc(O)c(CC=C(C)C)c4)c(=O)oc3c2C)OC1(C)C` (some centres not stated)?
V1aR counter: 0.3; OXTR potentiate: 1; GalR3 antagonist: -4; OXTR agonist: -0.3

Results for COc1ccc(-c2c(C#N)c(N)nc3sc(C(=O)c4ccccc4)c(N)c23)cc1 ?
V1aR counter: 1.0; OXTR potentiate: 0; GalR3 antagonist: -3; MEKK2wt PB1 HTS: 81; NALP1 inh: 28; MEKK2 mut-MEK5: 0; M18AAP inhibitor: -3; OXTR agonist: 1.6; GPR7 antag: -2

Results for CC(=O)c1c(C)[nH]c(C(=O)N2CCN(c3cc(Cl)ccc3C)CC2)c1C ?
V1aR counter: 4.2; OXTR potentiate: -7; GalR3 antagonist: -3; MEKK2wt PB1 HTS: 91; NALP1 inh: 9; MEKK2 mut-MEK5: -1; M18AAP inhibitor: 0; OXTR agonist: 6.2; GPR7 antag: -2
